High-throughput results as filed in PubChem.
Ecoli viability = E. coli V3065 growth inhibition, primary screen, counter-screen for AddAB inhibitor project, absorbance, OD600; 18 h; inhibition, % at 11.9 µM; 330,000 compounds, 0.27% hits; AID 449728, 2010;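 active = inhibition above the campaign's mean inhibition across all tested compounds plus 3 SD, cut at about 9.9% in these data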;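 note: uninfected addAB+ strain grown without phage in ampicillin broth; 0% = DMSO wells and 100% = ciprofloxacin 0.95 µg/ml wells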
PKA-R2B act = activators of PKA-R2B holoenzyme, primary screen, biochemical, fluorescence polarization, Cy5-IP20, human; cAMP-dependent protein kinase catalytic subunit beta (Homo sapiens) + cAMP-dependent …; PKA-R2B holoenzyme dissociation; R2B truncated from residue 108, S112A mutant; 0% DMSO only, 100% 113 µM cGMP; activation, % at 11.4 µM; 340,000 compounds, 0.079% hits; AID 504700, 2011;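 active = activation above a cutoff set at the mean over all compounds plus 3 SD, cut at about 18% in these data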;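 note: higher means more holoenzyme dissociation and a rise in polarization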
Target sequence (P31323 whole entry, looked up, other chains not shown, the tested form may be a part): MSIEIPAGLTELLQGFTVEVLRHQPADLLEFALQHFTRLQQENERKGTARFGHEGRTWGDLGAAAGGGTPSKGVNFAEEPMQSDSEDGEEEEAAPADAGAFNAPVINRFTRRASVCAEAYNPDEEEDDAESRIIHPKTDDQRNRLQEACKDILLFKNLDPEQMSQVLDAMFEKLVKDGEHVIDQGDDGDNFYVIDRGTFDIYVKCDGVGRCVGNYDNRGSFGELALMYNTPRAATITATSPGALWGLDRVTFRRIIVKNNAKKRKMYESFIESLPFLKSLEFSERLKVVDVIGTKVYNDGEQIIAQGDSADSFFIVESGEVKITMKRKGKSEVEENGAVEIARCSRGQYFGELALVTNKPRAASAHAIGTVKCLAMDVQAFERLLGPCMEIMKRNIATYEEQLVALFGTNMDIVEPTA
phage Ecoli inh = growth loss of phage-infected E. coli, primary screen, RecBCD inhibitor project, absorbance, with phage, HTS; inhibition, % at 11.9 µM; 360,000 compounds, 0.26% hits; AID 651602, 2012; in the data active = inhibition above about 11%
PKA-R1A activ = activators of PKA-R1A holoenzyme, primary screen, biochemical, fluorescence polarization, Cy5-IP20, bovine R1A, mouse PKAc; PKA-R1A dissociation; scaled: DMSO 0%, 113 µM cGMP 100%; activation, % at 11.4 µM; cAMP-dependent protein kinase type I-alpha regulatory subunit (Bos taurus) + …; 340,000 compounds, 0.083% hits;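 active = percent activation above the mean of all tested compounds plus 3 SD, cut at about 19% in these data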;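 note: higher means more PKAc released from R1A so a rise in polarization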
DAGLB inhibitor = DAGLB lipase inhibitors, primary screen, biochemical, fluorescence, HTS | HEK293T DAGLB membrane lysate, EnzChek fluorogenic substrate | inhibition, % at 5.17 µM | 340,000 compounds, 0.059% hits; in the data active = inhibition above about 34%;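 note: 0% = enzyme with vehicle and 100% = wells lacking enzyme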
Target sequence (Q8NCG7 whole entry, looked up): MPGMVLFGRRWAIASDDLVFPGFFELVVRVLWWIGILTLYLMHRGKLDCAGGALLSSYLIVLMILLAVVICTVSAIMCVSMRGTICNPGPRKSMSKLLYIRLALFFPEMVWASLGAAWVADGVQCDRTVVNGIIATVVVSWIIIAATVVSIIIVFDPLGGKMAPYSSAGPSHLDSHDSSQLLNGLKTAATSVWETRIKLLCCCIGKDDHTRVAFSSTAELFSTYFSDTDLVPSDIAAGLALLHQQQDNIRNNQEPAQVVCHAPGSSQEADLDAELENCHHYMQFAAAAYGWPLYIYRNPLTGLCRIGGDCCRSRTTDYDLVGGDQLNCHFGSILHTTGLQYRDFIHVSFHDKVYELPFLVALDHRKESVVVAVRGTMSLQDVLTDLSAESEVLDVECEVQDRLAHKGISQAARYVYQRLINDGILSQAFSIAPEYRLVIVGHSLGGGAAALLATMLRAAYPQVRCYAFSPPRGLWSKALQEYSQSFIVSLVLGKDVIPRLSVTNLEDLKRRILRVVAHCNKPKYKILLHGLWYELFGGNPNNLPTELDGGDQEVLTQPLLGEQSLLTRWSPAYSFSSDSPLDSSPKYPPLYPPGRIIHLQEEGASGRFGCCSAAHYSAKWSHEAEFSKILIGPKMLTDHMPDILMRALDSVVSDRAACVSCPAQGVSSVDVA
AddAB inh = growth inhibition of E. coli expressing H. pylori AddAB, primary screen, AddAB inhibitor project, absorbance; 330,000 compounds, 0.29% hits; inhibition, % at 11.9 µM; AID 435030, 2010; in the data active = inhibition above about 12%;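 note: 0% = vehicle wells of infected cells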
Tat transport = E. coli Tat export inhibitors, primary screen, MC4100, TorA-mCherry reporter, fluorescence, single point; inhibition, % at 10 µM; 340,000 compounds, 0.036% hits;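 active = mean replicate inhibition at least 50% and at least half of replicates individually reaching 50%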;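 note: exported cargo escapes ClpAP degradation while cytoplasmic cargo is degraded and loses fluorescence; 0% = median of neutral control wells and 100% = median of NaSCN control wells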
HTR5A inv ctr = HTR5A inverse agonists in luminescence cell assay, primary screen, counter-screen for OPRM1-OPRD1 heterodimer inverse agonist project, full-deck HTS; 5-hydroxytryptamine receptor 5A (Homo sapiens), P47898; HTR5A cell line, inverse agonism; inhibition, % at 9.3 µM; 340,000 compounds, 0.083% hits; AID 504634, 2011; in the data active = inhibition mostly above about 23%, no sharp cut-off; inactive = mostly below about 18%;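 note: 0% = cells with DMSO and 100% = no-cell wells with DMSO; some compounds called inactive have numbers as strong as hits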
SUMO Mot1 rescue = yeast Mot1-301 growth rescue at high temperature, primary screen, SUMOylation pathway inhibitor project, S. cerevisiae, ATP luminescence, 38.5C | 320,000 compounds, 1% hits | growth rescue, % at 18.8 µM | AID 2716, 2010 | S. cerevisiae Mot1-301 growth rescue; percent above DMSO median, 100 means doubled;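 active = every valid replicate shows activation above 250% relative to neutral control wells; inactive = the rest, any valid replicate at or below 250%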;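 note: OY570 slx delta 5 strain wells were the positive control but not used for scaling; some compounds called inactive have numbers as strong as hits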
CDK5 p35 inh = inhibitors of human CDK5/p35 kinase, primary screen, biochemical, single concentration; Cyclin-dependent kinase 5 (Homo sapiens) + Cyclin-dependent kinase 5 activator 1 (Homo …; inhibition, % at 10 µM; 330,000 compounds, 0.01% hits; AID 488839, 2010; Recombinant CDK5/p35, ADP-Glo luminescence, 60 min;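 active = highest replicate inhibition of at least 50% and at least 75% of replicates reaching 50%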;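 note: plate controls were DMSO neutral control for no effect and GW8510 at 10 µM for full effect; many of its hits are not listed in these tables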
HTR5A ag = HTR5A agonists in luminescence cell assay, primary screen, counter-screen for OPRM1-OPRD1 heterodimer agonist project, full-deck HTS. 5-hydroxytryptamine receptor 5A (Homo sapiens), P47898. cell-based. activation, % at 9.3 µM. 340,000 compounds, 0.61% hits. AID 504692, 2011; in the data active = activation mostly above about 9.5%, no sharp cut-off; inactive = mostly below about 7.6%;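 note: 0% = cells with vehicle only and 100% = reference agonist; strong numbers were not always called active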
Numbers without * were called inactive; i = inactive; / = not tested or not shown.

SMILES	Ecoli viability	PKA-R2B act	phage Ecoli inh	PKA-R1A activ	DAGLB inhibitor	AddAB inh	Tat transport	HTR5A inv ctr	SUMO Mot1 rescue	CDK5 p35 inh	HTR5A ag
O=C(OCC(=O)N1CCOCC1)c1ccc2[nH]c3c(c2c1)CCCC3	-1.0	-2	1.8	-5	1	1.2	-2	2	-3	1.1	10
Cc1cccc(NC(=O)CSc2nnnn2-c2ccc3c(c2)OCCO3)n1	0.4	9	2.9	3	0	0.7	1	-19	2	-0.1	4
CC(C)C(=O)Nc1c(O)c2ccccc2[nH]c1=O	1.7	3	5.0	1	0	3.1	5	-1	2	1.4	1
Nc1nc(SCC(=O)N2CCCC2)[nH]c(=O)c1NC(=O)c1ccco1	1.4	-4	3.8	-1	1	-3.4	-8	-12	-16	-0.9	1
CC1(C)NC(=O)N(CC(O)CN(c2cccc([N+](=O)[O-])c2)S(=O)(=O)c2ccccc2)C1=O (stereo not drawn)	0.4	13	-0.7	9	0	4.2	-11	9	274	-0.2	-3
CC(C(=O)N1CCc2ccccc21)n1cccc1 (stereo not drawn)	-0.5	-6	1.5	-6	1	2.6	-4	-4	4	2.6	-4
O=C(NC(=S)Nc1ccc(CN2CCOCC2)cc1)c1ccco1	-0.1	-9	4.0	-1	-5	3.1	-10	-7	-10	-2.5	2
CC(=O)N(C)N(C)c1cc(C)nc(N)n1	2.6	0	3.5	11	-1	1.4	-1	-19	-15	1.5	0
COCCCNC(=O)C1CC(=O)N(CCc2ccc(F)cc2)C1 (stereo not drawn)	1.5	-5	0.9	-4	-1	0.5	4	-28	9	0.5	6
O=C(Cn1nc(-c2ccc(Cl)cc2)ccc1=O)N1CCN(c2ccccc2)CC1	0.1	4	3.7	-12	0	0.0	4	9	i	-0.5	-3
C/C(=N\NC(=O)c1ccccc1)C1C2C=CC(C2)C1(C)C (stereo not drawn)	0.9	0	0.7	-8	1	3.7	-3	-11	5	-5.7	3
Cc1ccc(S(=O)(=O)N(C)CC(=O)Nc2cccc3c2CCCC3)cc1	2.8	-5	2.3	-5	-5	1.8	-1	-15	14	0.0	-2
CCN1CCN(C2=NC(=O)/C(=C/c3ccc(C)o3)S2)CC1	-2.0	-6	3.8	4	-7	-0.1	-10	20	8	1.8	2
Cc1cc(NC(=O)C(C)SCC(=O)Nc2cc(C(F)(F)F)ccc2N2CCCCC2)no1 (stereo not drawn)	-2.1	5	-1.8	-3	-3	3.0	3	0	12	3.5	0
COc1ccc(-c2noc(N3CCC(C(=O)Nc4cc(OC)c(OC)c(OC)c4)CC3)n2)cc1	-2.4	-12	-0.3	5	-1	2.6	-3	-11	-13	-0.7	2
CNCCCOc1ccc(C)cc1Br	-1.2	-1	-0.3	6	0	0.0	-1	23	26	2.8	-9
COc1ccc(CC(=O)NNC(=O)c2cc(C)oc2C)cc1OC	-0.1	4	2.1	-10	0	2.1	-10	-2	-4	1.1	1
CSc1ccc(C2NC(=O)c3c(sc4c3CCN(C)C4)N2)cc1 (stereo not drawn)	1.2	1	2.2	2	-8	0.5	-2	5	-7	0.0	1
Cc1ccc(C)c(NC(=O)CN(C)C(=O)c2cccc(Oc3ccccc3)c2)c1	0.2	-5	-0.5	-3	-3	-0.5	3	2	-4	1.1	-4
CCN(CC)C(=O)c1ccc2c3c(cccc13)C(=O)N(CCc1ccc(OC)c(OC)c1)C2=O	-1.7	3	/	-2	0	-0.3	-1	1	/	/	3
COc1ccc(N2CCN(C(=O)c3cc(C4CC4)nn3-c3ccccc3)CC2)cc1	-0.1	-4	0.3	-3	0	2.6	9	5	/	-0.4	-2
Cc1cccc(CS(=O)(=O)Cc2ccc(C(=O)NC3CCCCC3)o2)c1	-0.8	-2	3.0	-6	-1	4.2	0	-26	10	-0.5	7
CS(=O)(=O)c1ccc(Cl)c(NC(=O)CSc2n[nH]c(-c3cccs3)n2)c1	-1.6	-4	0.3	1	2	-0.3	2	5	41	0.3	-2
Oc1ccccc1C=NCCN=Cc1ccccc1O	0.1	-6	-2.1	-6	1	-1.7	0	-14	9	-4.6	-2
CSc1nc(S(=O)(=O)c2ccccc2)c(Cl)s1	-1.7	4	3.5	4	-1	-0.3	2	0	210	-0.8	0
CCOC(=O)C1=C(N)Oc2ccc3ccccc3c2C1c1cccc(O)c1 (stereo not drawn)	-0.2	2	0.6	-4	0	4.0	14	14	0	-0.4	-4
COc1ccc(C(CC(=O)N2CCOCC2)c2c(O)cc(OC)cc2OC)cc1 (stereo not drawn)	1.5	1	2.5	-1	0	3.9	-1	-10	3	2.1	1
Cn1nc(C(F)(F)F)c2cc(C(=O)O)sc21	-0.3	1	2.3	9	1	3.0	-1	-1	-2	-1.3	0
COc1cccc(OC)c1/C=C/C(=O)NC1CCCCC1	0.5	-10	-0.2	-6	-2	3.2	1	-7	-30	0.9	7
Cc1cc(=O)[nH]c(SCCOc2ccc3c(c2)CCC3)n1	1.1	-8	2.0	5	0	2.0	3	8	7	1.6	-3
CCCOc1ccccc1OCC(=O)Nc1cc(Cl)ccc1-n1cncn1	-1.4	-5	-1.6	-10	-1	3.5	7	24	-2	-0.2	-1
CCc1cc(=O)oc2cc(C)cc(OCc3nn[nH]n3)c12	-1.0	9	3.3	-4	-1	3.4	0	20	21	-1.7	-8
CCC1(C)N=C(c2ccc3c(c2)OCO3)CC(c2ccccc2O)N1 (stereo not drawn)	3.0	1	1.6	-6	-2	2.1	-4	1	-6	2.1	-3
Cc1cc(=O)n2nc(N3CCCC(C(=O)NCCCN4CCc5ccccc5C4)C3)sc2n1 (stereo not drawn)	/	-1	2.0	0	1	/	-1	7	/	0.3	-1
COC(=O)c1cc(OC)c(OC)cc1NC(=O)CSc1nnnn1Cc1ccccc1	1.6	-4	1.6	0	-1	1.5	0	-19	2	0.6	0
CC(C)CNC1=C(C(=S)Nc2ccccc2)C(=O)CC(C)(C)C1	-1.0	-2	3.3	-11	-7	-1.8	9	3	3	2.6	5
O=C(CN1CCCCCCC1)Nc1ccc(Cl)cc1Cl	1.9	8	0.5	11	-6	2.4	-2	-5	-8	5.8	2
CC(C)c1ccc(CNc2ncccn2)cc1	-3.5	2	-3.0	-2	2	0.2	-4	-6	-10	-0.6	1
Cc1c(NC(=O)C(C)OC(=O)CCc2ccccc2)c(=O)n(-c2ccccc2)n1C (stereo not drawn)	0.6	-8	0.9	-6	2	2.2	-8	-11	-9	-2.0	0
CC(=O)Nc1ccc(N=NN2CCOCC2)cc1	2.2	5	5.5	-6	1	4.7	11	-4	-21	0.6	1
COc1ccc(C2=NOC(CNC(=S)N3CCOCC3)C2)cc1 (stereo not drawn)	-1.7	-7	-2.1	-13	-4	1.4	8	11	-12	0.2	1
CCN(Cc1ccccc1)C(=O)COC(=O)c1cc(S(=O)(=O)Nc2c(C)n(C)n(-c3ccccc3)c2=O)ccc1C	-1.7	-1	1.3	-8	2	0.2	-1	9	-5	-3.7	1
COc1cc(NC(=O)c2onc(C)c2Cl)cc(OC)c1OC	-0.5	-5	0.6	4	-8	-1.7	-4	-12	42	0.8	3
CC(=O)/C=C/c1ccc(C)o1	0.6	-7	1.2	-8	-1	3.5	-6	-12	59	0.0	4
Nc1c(N(CCC2=CCCCC2)C(=O)CCCOc2ccccc2)c(=O)[nH]c(=O)n1Cc1ccccc1	-0.8	8	4.0	-6	8	-0.2	4	-11	-18	-0.3	4
COc1ccccc1NC(=O)N1c2ccc(F)cc2CCC1C (stereo not drawn)	-3.1	-8	0.6	-4	-3	-3.5	5	-30	-13	-0.5	8
Cc1ccccc1OCCC(=O)Nc1ccc(N2CCOCC2)cc1N1CCOCC1	-0.8	2	-1.0	4	0	0.1	9	-1	-14	-1.1	5
Cc1nc2ccc(NC(=S)N3CCN(c4ccccn4)CC3)cc2nc1C	0.6	-14	1.8	-11	-1	3.0	-1	1	-16	-0.3	-1
Cc1c(Cl)cccc1NC(=O)CS(=O)(=O)c1ccccc1	-1.4	-7	3.7	-16	3	-1.6	6	-6	10	-1.2	2
Cc1cccc(NC(=O)C(C)SCc2nc3sc4c(c3c(=O)[nH]2)CCCC4)n1 (stereo not drawn)	-1.4	-1	3.8	-8	3	0.8	-2	10	-16	-0.2	1
O=C(Nc1ccc(Oc2ncccn2)cc1)c1ccco1	-3.8	-4	2.3	4	0	-3.6	-7	10	-5	0.8	3
CCCCOC(=O)c1ccc(NC(=O)c2ccoc2C)cc1	-0.1	-17	2.7	-8	-6	0.5	6	17	-18	1.2	3
Nc1ccc2c(c1)-c1ccc(F)cc1C2=O	/	0	5.8	-9	6	/	-2	-4	/	2.5	1
O=C1SCCC1NS(=O)(=O)c1ccccc1[N+](=O)[O-] (stereo not drawn)	-0.7	-4	3.2	-8	-1	1.4	1	-3	-1	0.5	1
O=C1C(Cl)=C(N2CCCCC2)C(=O)N1c1ccccc1Cl	-1.7	2	1.5	-2	-2	1.5	-12	-1	-1	-3.6	0
COCCN(C(=O)c1snc(C(N)=O)c1N)C(C(=O)NC1CCCCC1)c1ccc(OC)c(OC)c1 (stereo not drawn)	-1.8	5	1.5	-12	-1	-1.2	-6	-1	4	0.5	0
CCCCn1c(N)c(N(CCOC)C(=O)CC(NC(=O)c2ccccc2Cl)c2ccccc2)c(=O)[nH]c1=O (stereo not drawn)	/	8	2.4	-5	-1	/	1	-6	/	0.3	1
CCOc1ccc(CN2CCN(Cc3cn(CC)nc3C)CC2CCO)cc1 (stereo not drawn)	-1.2	-7	4.5	1	-1	0.7	-22	3	1	0.5	-1
Cn1c(N)c(C(=O)COC(=O)c2cnc(Cl)c(Cl)c2)c(=O)n(C)c1=O	-0.2	5	-0.9	3	-1	-1.4	1	13	-10	2.7	-3
CCC(=O)Nc1nc2ccc3sc(C)nc3c2s1	1.3	15	4.4	0	0	1.7	-5	0	-6	-0.7	0
CCOc1cc(NC(=S)NCC2CCCO2)c(OCC)cc1NC(=O)C1CC1 (stereo not drawn)	-0.8	6	3.8	-6	0	-0.8	4	12	-4	0.1	1
COc1ccc(C)cc1S(=O)(=O)n1ccnc1C	0.3	-8	3.5	-1	-1	-0.3	-4	-5	215	1.3	1
